PHOSPHO1 inh: PHOSPHO1 (human) inhibition; Q8TCT1; recombinant PHOSPHO1, absorbance phosphatase assay; inhibition, % at 13.3 µM; 290,000 compounds, 1.1% hits; AID 1565; in the data active = inhibition above about 60%
p-CIP stab down: lowers stability of the mouse p/CIP coactivator protein; Q05BA5; 290,000 compounds, 0.01% hits; F442A p/CIP-EGFP cells, EGFP fluorescence, 16 h; decrease of EGFP signal, % at 10 µM;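 active = EGFP signal decrease of at least 30% at 10 µM or well 3 SD below plate mean, unless failing retest; inactive = the rest, including hits failing retest or dose response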; also: some compounds called inactive have numbers as strong as hits; many of its hits are not listed in these tables
GalR3 antag: human GalR3 antagonism. AID 651719. HEK293 GalR3-CNG cAMP membrane potential fluorescence; galR3 body fused to GalR1 C-terminus. 360,000 compounds, 0.44% hits. inhibition, % at 3 µM. O60755;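 active = inhibition above the screen-wide average plus 3 SD, cut at about 13% in these data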;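 also: forskolin and galanin both at EC90 stimulate the cells; cAMP rise reported by CNG channel membrane potential dye signal; 0% = forskolin plus galanin with DMSO and 100% = forskolin alone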
Target sequence (O60755 1-299 limits assumed): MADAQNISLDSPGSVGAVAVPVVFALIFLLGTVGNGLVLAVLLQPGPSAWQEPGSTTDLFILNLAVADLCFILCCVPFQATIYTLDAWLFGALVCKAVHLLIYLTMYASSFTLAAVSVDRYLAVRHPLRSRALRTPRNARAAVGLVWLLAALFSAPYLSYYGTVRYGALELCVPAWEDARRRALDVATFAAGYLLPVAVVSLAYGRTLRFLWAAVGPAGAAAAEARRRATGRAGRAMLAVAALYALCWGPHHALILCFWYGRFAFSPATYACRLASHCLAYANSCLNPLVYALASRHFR
MEKK3 PB1 HTS: modulators (inhibitors or enhancers) of MEK5 binding to human MEKK3 PB1 domain | 290,000 compounds, 1.4% hits | bead-based flow cytometry, Alexa488-MEK5 binding to MEKK3; actives lie on both sides; 0 = blocked by unlabeled MEK5, 100 = vehicle | binding response (% of control), % at 10 µM | Q99759;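 active = binding response more than 3 SD above or below the average of its plate-row segment, actives on both sides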;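 also: Alexa488 bead fluorescence after subtracting the streptavidin-only scavenger bead signal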
IDE cell activ: activators of human insulin-degrading enzyme in cells. 340,000 compounds, 0.073% hits. P14735. activation, % at 5.96 µM. HEK cells, FAbeta-B cleavage, fluorescence polarization; 0% vehicle, 100% cell-free pure enzyme wells;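 active = activation above the mean of all tested compounds plus 3 SD, set per screening campaign, cut at about 17% in these data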
IDE inh: cellular human IDE inhibition | inhibition, % at 5.59 µM | 320,000 compounds, 0.41% hits | HEK cells, FAbetaB cleavage, fluorescence polarization | P14735;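 active = percent inhibition above the average of all tested compounds plus 3 SD, set per screening campaign, cut at about 16% in these data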;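 also: IDE supplied by intact live HEK cells; FP after avidin binding of uncleaved biotin substrate so inhibition keeps polarization high; 0% = DMSO wells and 100% = 60 µM reference IDE inhibitor Ii1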
CRFBP-R2 block: blocks CRF-induced signaling of the CRF-BP/CRF-R2 complex; HEK293 CRF-R2/CRF-BP, CRF-induced calcium fluorescence; inhibition, % at 11.8 µM; 350,000 compounds, 0.59% hits; AID 588475;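 active = inhibition of the ligand-induced calcium signal above about 50% at the single tested concentration, limit read from the data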
M4 PAM: positive allosteric modulators of human muscarinic M4 receptor | 360,000 compounds, 0.4% hits | activation, % at 3 µM | AID 624126 | CHO-K1 hM4/Gqi5, Fluo-8 calcium fluorescence, ACh EC20; 0% = ACh EC20, 100% = maximal ACh;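 active = activation above its plate's cutoff, the mean activation of sample wells plus 3 SD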; also: some results filed as inactive read as strong as hits
Target sequence (P08173 whole entry, looked up): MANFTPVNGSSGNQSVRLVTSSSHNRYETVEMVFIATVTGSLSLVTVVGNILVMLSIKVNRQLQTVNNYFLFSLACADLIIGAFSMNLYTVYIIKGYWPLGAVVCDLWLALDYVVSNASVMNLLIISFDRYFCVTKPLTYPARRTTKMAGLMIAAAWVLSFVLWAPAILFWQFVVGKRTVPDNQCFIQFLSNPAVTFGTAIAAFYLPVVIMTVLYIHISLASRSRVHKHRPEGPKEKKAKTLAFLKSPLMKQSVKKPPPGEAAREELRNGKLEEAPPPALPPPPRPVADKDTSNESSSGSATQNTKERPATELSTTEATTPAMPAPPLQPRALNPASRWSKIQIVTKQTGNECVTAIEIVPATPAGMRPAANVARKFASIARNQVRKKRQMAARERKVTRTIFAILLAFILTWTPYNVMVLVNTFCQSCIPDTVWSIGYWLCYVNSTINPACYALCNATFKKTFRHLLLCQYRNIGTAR
CRFR2-BP ag: CRF-BP/CRF-R2 complex agonism. HEK293 CRF-R2/CRF-BP, calcium dye fluorescence (FLIPR); percent of saturating CRF peptide response. AID 588473. 350,000 compounds, 0.46% hits. activation, % at 13.2 µM;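 active = activation of at least 50%, plus an integration ratio under a set limit after plate pattern correction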;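 also: plate controls were neutral control wells without compound for no effect and CRF at EC100 for full effect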
* marks the source's active call; other numbers are inactive results; / = no result given.

Each structure is followed by: GalR3 antag	p-CIP stab down	CRFBP-R2 block	IDE inh	MEKK3 PB1 HTS	M4 PAM	CRFR2-BP ag	IDE cell activ	PHOSPHO1 inh
O=C(COC(=O)c1cc([N+](=O)[O-])ccc1N1CCOCC1)c1ccc(Br)cc1
    -3	/	9	-1	/	4	3.8	5	/
COc1cc(C2c3cc4c(cc3C(O)C3COCC23)OCO4)cc(OC)c1OC (stereo unspecified)
    -6	/	11	/	/	3	5.4	8	/
O=C(NCc1cccnc1)c1cccc(S(=O)(=O)N2CCCCC2)c1
    -10	-2	20	-4	103	1	-0.6	-6	-7
O=C(CSc1nnc(CNC(=O)c2ccccc2)o1)NCc1ccc2c(c1)OCO2
    0	-23	-3	-1	101	6	-1.6	4	32
COc1ccc(N2CCN(C(=O)CNC(=O)c3ccccc3Cl)CC2)cc1
    -4	-4	-7	7	104	-3	-0.1	6	13
O=C(NCCCN1CCOCC1)c1cnccn1
    -9	-1	-7	-4	102	4	4.8	1	58
COc1cccc(-c2nn(C)c3sc(C(=O)NCc4ccc(C)o4)cc23)c1
    -3	-3	9	7	106	4	-0.2	-6	-36
COC(=O)c1ccc(N2CN=C(c3ccc(C)cc3)NC2=S)cc1
    -5	-4	-17	1	102	4	-0.2	0	12
CC(=O)N1c2c(cc(Br)cc2S(=O)(=O)N2CCN(C(=O)c3ccco3)CC2)CC1C (stereo unspecified)
    -3	-56	-17	-1	97	-8	4.8	0	4
CCOc1cc(N2CCOCC2)c(OCC)cc1NC(=O)c1c(C)noc1C
    0	/	13	/	/	6	-0.5	-1	/
COCc1cc(C)nc2sc(C(=O)Nc3nccs3)c(N)c12
    0	1	1	-2	104	4	3.3	-3	83*
Nc1nc(Cl)nc2c1ncn2[C@@H]1O[C@H](CO)[C@@H](O)[C@H]1O
    -8	-2	24	1	109	0	1.4	6	4
CC(C)c1nc(=S)c2ccccc2[nH]1
    -4	-8	-10	0	97	-3	1.6	-1	-47
CSc1cccc(N2CC(C(=O)N3CCN(S(=O)(=O)c4ccccc4Cl)CC3)CC2=O)c1 (stereo unspecified)
    -1	/	-5	-3	/	-5	-1.0	-1	/
Cc1nc(C)c(-c2csc(Nc3ccccn3)n2)s1
    -7	-9	0	2	104	-2	-0.4	-2	26
O=C(CN1CCN(c2ccccc2O)CC1)Nc1ccc2c(c1)CCC2
    -5	-17	-13	-1	104	-1	-1.1	5	-4
N#C/C(=C\c1cccc(Cl)c1)c1n[nH]c(Cn2cncn2)n1
    -2	0	3	3	92	1	-0.9	-1	-12
CCN(C(=O)CSc1nc2cc(Cl)ccc2c(=O)n1Cc1ccco1)C1CCS(=O)(=O)C1 (stereo unspecified)
    -4	-8	-8	4	/	6	0.7	-8	12
S=c1[nH]nc(COc2ccc(Cl)cc2Cl)n1-c1ccccc1
    -10	-6	4	2	111	2	-1.2	-17	-37
O=C(O)CSCC(=O)N1CCN(c2ncnc3scc(-c4ccccc4)c23)CC1
    -12	4	-7	3	101	0	-0.5	1	/
O=C1C2C3C=CC(C3)C2C(=O)N1CCN1CCN(S(=O)(=O)/C=C/c2ccccc2)CC1 (stereo unspecified)
    -3	3	13	1	101	2	1.0	4	28
COc1cc(NC(=O)[C@@H]2CCCN(S(=O)(=O)c3cccc4cccnc34)C2)cc(OC)c1OC
    -3	/	-6	3	/	-6	-3.6	-2	/
Cc1ccc2cc(CCNC(=O)c3cccs3)c(=O)[nH]c2c1
    -1	-4	-18	-2	102	3	-1.4	-3	1
O=[N+]([O-])c1ccc(OCC2CC(c3ccccc3)=NO2)cc1 (stereo unspecified)
    -4	2	24	-2	98	-25	-3.3	1	15
CCCNC(=O)NS(=O)(=O)c1ccc(Cl)cc1
    /	-3	-19	-1	103	-1	-1.4	5	30
CCOc1ccc(NS(=O)(=O)c2ccc3ncsc3c2)cc1
    -6	5	-28	3	97	8	-0.5	-5	9
O=c1c2ccccc2nnn1Cc1nnc(-c2ccccc2Br)o1
    -1	-5	-26	1	95	1	-0.9	-1	6
CCCc1cc(Nc2ccccc2OCC)n2ncnc2n1
    10	-15	-4	4	110	-2	-0.4	3	14
CC(=O)Nc1cccc(NC(=O)COc2ccccc2C)c1
    -5	-5	4	0	96	-7	0.2	0	3
CC(=O)c1c(C)[nH]c(C(=O)OCC(=O)c2ccc(Br)cc2)c1C
    -7	/	-3	/	/	-7	-0.3	/	/

Shown as comma-separated lines: entries from further up
canonical_smiles,GalR3 antag,p-CIP stab down,CRFBP-R2 block,IDE inh,MEKK3 PB1 HTS,M4 PAM,CRFR2-BP ag,IDE cell activ,PHOSPHO1 inh
O=C(COC(=O)c1cc([N+](=O)[O-])ccc1N1CCOCC1)c1ccc(Br)cc1,-3,/,9,-1,/,4,3.8,5,/
COc1cc(C2c3cc4c(cc3C(O)C3COCC23)OCO4)cc(OC)c1OC (stereo unspecified),-6,/,11,/,/,3,5.4,8,/
O=C(NCc1cccnc1)c1cccc(S(=O)(=O)N2CCCCC2)c1,-10,-2,20,-4,103,1,-0.6,-6,-7
O=C(CSc1nnc(CNC(=O)c2ccccc2)o1)NCc1ccc2c(c1)OCO2,0,-23,-3,-1,101,6,-1.6,4,32
COc1ccc(N2CCN(C(=O)CNC(=O)c3ccccc3Cl)CC2)cc1,-4,-4,-7,7,104,-3,-0.1,6,13
O=C(NCCCN1CCOCC1)c1cnccn1,-9,-1,-7,-4,102,4,4.8,1,58
COc1cccc(-c2nn(C)c3sc(C(=O)NCc4ccc(C)o4)cc23)c1,-3,-3,9,7,106,4,-0.2,-6,-36
COC(=O)c1ccc(N2CN=C(c3ccc(C)cc3)NC2=S)cc1,-5,-4,-17,1,102,4,-0.2,0,12
CC(=O)N1c2c(cc(Br)cc2S(=O)(=O)N2CCN(C(=O)c3ccco3)CC2)CC1C (stereo unspecified),-3,-56,-17,-1,97,-8,4.8,0,4
CCOc1cc(N2CCOCC2)c(OCC)cc1NC(=O)c1c(C)noc1C,0,/,13,/,/,6,-0.5,-1,/
COCc1cc(C)nc2sc(C(=O)Nc3nccs3)c(N)c12,0,1,1,-2,104,4,3.3,-3,83*

Next section
Each structure is followed by: GalR3 antag	p-CIP stab down	CRFBP-R2 block	IDE inh	MEKK3 PB1 HTS	M4 PAM	CRFR2-BP ag	IDE cell activ	PHOSPHO1 inh
CCCC(=O)Nc1ccc(NC(=O)c2ccccc2F)cn1
    -5	-2	-12	1	94	1	0.9	4	41
COC(=O)[C@]1(C)N[C@H](c2ccc(SC3CCCCC3)c(OC)c2)[C@@H]2C(=O)N(C)C(=O)[C@@H]21
    2	/	12	2	/	11	-2.6	5	/
NS(=O)(=O)c1ccc(CCNC(=O)c2ccc(OCC3CCCO3)cc2)cc1 (stereo unspecified)
    -8	4	-1	1	103	-2	1.3	-1	2
COc1ccc(CC(=O)OCc2cc3ccc(C)cc3[nH]c2=O)cc1
    -3	-16	-18	1	98	-4	1.6	0	61*
C(=N\Nc1nncn1/N=C/c1ccco1)/c1ccco1
    -4	-10	9	0	101	-9	-0.9	4	32
CCOC(=O)c1sc(NC(=O)C2CC2)nc1C
    0	-2	4	4	107	-7	4.2	1	-11
Cc1ccc(N=Nc2c(C)[nH]n(-c3ccccc3)c2=O)cc1
    -8	11	7	2	101	0	-0.9	1	-6
Cc1csc(=O)n1CC(=O)Nc1ccc(C(C)C)cc1
    -3	/	-10	/	/	6	-1.4	3	/
COc1ccc(CNCc2c(F)cccc2F)cc1OC
    -10	5	10	/	99	-3	-1.2	1	19
C=CCC(NCc1ccccc1)c1ccc(C)o1 (stereo unspecified)
    -4	/	-12	3	110	8	1.2	0	/
COc1ccc(OC)c(NC(=O)CSc2nn3c(=O)c(C)nnc3s2)c1
    -1	5	6	-3	99	6	-1.4	-2	-27
Cc1cccc2cc(CN(CC3CCCO3)C(=O)c3ccncc3)c(=O)[nH]c12 (stereo unspecified)
    -3	8	2	6	102	-6	-0.9	4	12
CC12CCC(=O)N1C(C(=O)Nc1cc(C(F)(F)F)ccc1N1CCOCC1)CS2 (stereo unspecified)
    -3	/	3	-6	/	2	-0.9	4	/
CC(=O)N1N=C(c2ccccc2)CC1c1ccc2c(c1)OCO2 (stereo unspecified)
    -9	-1	-7	3	100	-2	-1.1	1	15
CC(C)(C)c1csc(NC(=O)CCS(=O)(=O)c2ccc(F)cc2)n1
    -9	/	-7	/	/	-5	-1.5	/	/
CC(C)=NOc1nc(N2CCOCC2)nc(N2CCOCC2)n1
    -1	-3	-18	-1	104	-3	0.8	/	28
CCOc1ccc(C(=O)NCC(=O)NCC(c2ccco2)N2CCCCC2)cc1 (stereo unspecified)
    -6	/	-12	1	/	7	-0.8	1	/
O=C(CSc1nncn1-c1cccnc1)N1CCOCC1
    -1	6	15	0	97	3	-1.1	-2	-8
Cc1cc2cc(CCNS(=O)(=O)c3ccc(F)cc3)c(=O)[nH]c2cc1C
    -11	0	-20	6	102	-5	0.6	3	-8
CCCC(=O)Nc1cccc(-c2nc3cc(C)c(C)cc3o2)c1
    -3	4	5	-2	96	-2	2.5	4	14

Compounds were not picked by outcome; any-hit rate near 4.2%.
